# Bioassay records as filed in PubChem BioAssay.
# MrgX1 agonist = agonists of human MrgX1 receptor, primary screen, HEK293 cells, Fluo-4 calcium flux; Mas-related G-protein coupled receptor member X1 (Homo sapiens), Q96LB2; Fluo-4 calcium fluorescence, agonist mode; active compounds read high; B-score at 10 µM; 0.44% of 310,000 active;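 active = calcium response B-score plate-corrected fluorescence ratio at least 3 library SD, with starting fluorescence B-score inside 5 SD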
#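 Test system: HEK293 cells stably expressing human MrgX1 receptor; Input: fifteen thousand cells per well; Dosing: compound delivered in addition one of three; Schedule: overnight seeding, then 1 h dark dye loading; Technique: Fluo-4 NW calcium fluorescence; Measure: B-scored fluorescence response ratio; Controls: positive and negative controls per plate.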
# MrgX1 antagonist = antagonists of human MrgX1 receptor, primary screen, HEK293 cells, Fluo-4 calcium flux; 1.3% of 310,000 active; B-score at 10 µM; BAM8-22 antagonism; active compounds read low; Mas-related G-protein coupled receptor member X1 (Homo sapiens), Q96LB2;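 active = calcium-response B-score plate-corrected more than 3 library SD below zero, starting fluorescence within 5 deviations, no agonist response on first addition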;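 note: peak minus trough fluorescence over baseline after final BAM8-22 challenge near maximal dose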
# TMEM16A act = TMEM16A chloride channel activators or potentiators, primary screen, cell-based, HTS | Anoctamin-1 (Mus musculus), Q8BHY3 | HEK293 TMEM16A/YFP-H148Q/I152L, iodide quench fluorescence; active compounds read low | 0.3% of 340,000 active | B-score at 10 µM;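 active = fluorescence-ratio B-score plate-corrected deviation score at least 3 library SD below zero, with starting fluorescence score within 5 deviations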;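 note: channel opened by trigger with iodide after compound preincubation; score built on the fluorescence ratio of max minus min over baseline; more negative score means more quench and so TMEM16A activation or potentiation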
# Target sequence (Q8BHY3 whole entry, looked up): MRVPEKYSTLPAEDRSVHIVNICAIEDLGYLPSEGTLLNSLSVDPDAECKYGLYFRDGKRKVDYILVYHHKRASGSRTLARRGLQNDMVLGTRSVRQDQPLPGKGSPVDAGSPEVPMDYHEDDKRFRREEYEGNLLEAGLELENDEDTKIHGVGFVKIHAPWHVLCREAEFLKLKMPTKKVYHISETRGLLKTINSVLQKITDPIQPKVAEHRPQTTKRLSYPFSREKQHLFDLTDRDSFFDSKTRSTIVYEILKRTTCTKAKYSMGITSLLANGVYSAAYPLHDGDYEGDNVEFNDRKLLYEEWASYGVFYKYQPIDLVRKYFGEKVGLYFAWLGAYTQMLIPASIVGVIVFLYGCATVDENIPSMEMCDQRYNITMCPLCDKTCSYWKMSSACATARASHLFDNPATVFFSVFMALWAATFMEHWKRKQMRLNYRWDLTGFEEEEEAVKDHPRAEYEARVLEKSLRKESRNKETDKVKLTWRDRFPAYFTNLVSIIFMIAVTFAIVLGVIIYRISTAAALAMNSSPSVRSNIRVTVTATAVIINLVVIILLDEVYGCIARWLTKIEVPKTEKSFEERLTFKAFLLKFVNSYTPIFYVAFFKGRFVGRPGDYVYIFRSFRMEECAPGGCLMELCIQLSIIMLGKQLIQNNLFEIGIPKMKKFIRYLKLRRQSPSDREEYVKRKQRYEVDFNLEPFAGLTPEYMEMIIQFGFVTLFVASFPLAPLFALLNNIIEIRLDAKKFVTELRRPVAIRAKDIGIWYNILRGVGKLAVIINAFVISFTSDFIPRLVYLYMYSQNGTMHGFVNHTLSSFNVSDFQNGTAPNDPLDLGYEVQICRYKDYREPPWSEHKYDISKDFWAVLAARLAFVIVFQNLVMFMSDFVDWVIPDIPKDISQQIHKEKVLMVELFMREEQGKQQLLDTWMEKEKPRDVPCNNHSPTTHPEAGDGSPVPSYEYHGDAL
# SKKanGAS inh = S. pyogenes SKKanGAS growth inhibitors in kanamycin, primary screen, streptokinase expression inhibitor project, SKKanGAS strain, BacTiter-Glo luminescence; 6 h; inhibition, % at 7.5 µM; 1.3% of 300,000 active; AID 1662, 2009;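 active = mean replicate score, as percent of positive control median, at least 50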;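 note: strain carries kanamycin resistance gene driven by streptokinase promoter and grows in 40 µg/ml kanamycin; loss of luminescence reflects streptokinase promoter inhibition or plain growth inhibition; 0% = median of DMSO wells and 100% = positive control at its reference dose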
# TMEM16A inh = TMEM16A chloride channel inhibitors, primary screen, cell-based, HTS; HEK293 TMEM16A/YFP iodide influx fluorescence, ionomycin; normalized B-score (activity score, 25-100; higher = stronger inhibition) at 10 µM; 1.2% of 310,000 active; AID 588511, 2011;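 active = ratio plate-corrected score three or more library SD toward inhibition, starting fluorescence score within five deviations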;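 note: score derived from kinetic fluorescence span divided by baseline fluorescence per well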
# MrgX1 allo act = positive allosteric modulators of MrgX1, primary screen, HEK293 cells, Fluo-4 calcium flux. B-score at 10 µM. Mas-related G-protein coupled receptor member X1 (Homo sapiens), Q96LB2. 0.63% of 310,000 active. AID 588675, 2011. FDSS; active compounds read high;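 active = plate-corrected calcium response at least 3 library SD above typical, normal starting fluorescence, not activating the receptor alone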;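 note: compound read alongside a low EC10 to EC30 dose of BAM8-22 agonist; peak minus trough fluorescence over baseline measured at the second addition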
# TRPC6 act = mouse TRPC6 channel activators, primary screen, cell-based, HEK293, membrane potential dye; AID 2550, 2010; B-score at 10 µM; 0.13% of 310,000 active; Short transient receptor potential channel 6 (Mus musculus), Q61143; HEK293-TRPC6 membrane potential dye fluorescence; active compounds read high;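 active = B-score of the integrated fluorescence ratio above library mean plus 3 SD, and starting fluorescence ratio within library mean plus 5 SD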;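 note: higher score means more depolarization so channel activation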
# TRPC4 PAM = positive allosteric modulators of TRPC4, primary screen, cell-based, mouse TRPC4beta, HEK293 mu-opioid, Fluo-4 calcium | B-score at 10 µM | DAMGO EC20, Fluo-4 Ca2+ flux; active compounds read high | Short transient receptor potential channel 4 (Mus musculus), Q9QUQ5 | AID 2227, 2009 | 0.42% of 310,000 active;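 active = B-score of calcium response area above 5 SD of library B-scores, with initial fluorescence ratio within 5 SD of library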;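 note: B-score of integrated fluorescence ratio over time as area under calcium response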
# TRPC6 inh = mouse TRPC6 channel inhibitors, primary screen, cell-based, HEK293, membrane potential dye; Short transient receptor potential channel 6 (Mus musculus), Q61143; ACh-evoked depolarization; active compounds read low; B-score at 10 µM; 1.1% of 310,000 active;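 active = B-score under library mean minus 3 SD, initial fluorescence not abnormally high, positive integrated signal ratio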;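 note: B-score derived from integrated fluorescence ratio over the kinetic read; more negative B-score means stronger inhibition of depolarization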
# TRPC4 agonist = activators of mouse TRPC4 channel, primary screen, Fluo4 calcium, HEK293 TRPC4beta/mu-opioid cells. Short transient receptor potential channel 4 (Mus musculus), Q9QUQ5. Fluo4 calcium fluorescence; active compounds read high. B-score at 10 µM. 0.49% of 310,000 active. AID 2237, 2010;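 active = B-score above 5 SD of library B-scores, and initial fluorescence ratio not above library mean plus 5 SD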;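 note: positive B-score marks a calcium rise read as TRPC4 activation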
#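 System: HEK293 cells stably co-expressing mouse TRPC4beta and mu-opioid receptor; Schedule: Fluo4 dye loading 45 min at room temperature, 110 s recording; Detection: Fluo4 fluorescence, kinetic; Evaluation: B-scored integrated calcium fluorescence ratio; Controls: buffer (low) and maximal DAMGO (high).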
# TRPC4 block = inhibitors of mouse TRPC4 channel, primary screen, Fluo4 calcium, HEK293 TRPC4beta/mu-opioid cells. DAMGO-evoked Fluo4 calcium flux; active compounds read low. 0.39% of 300,000 active. B-score at 10 µM;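 active = B-score over 3 SD under the library average, no early fluorescence shift, positive overall ratio signal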
#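 Material: HEK293 cells with stable TRPC4beta plus mu-opioid receptor expression / Probe or stimulus: DAMGO in two steps, submaximal then maximal / Compound: single concentration per test compound / Technique: kinetic Fluo4 fluorescence imaging of calcium influx / Read-out: per-well B score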
# * = called active by the depositor; i = inactive; nt = no result given.
smiles,MrgX1 allo act,TRPC6 inh,TRPC4 PAM,MrgX1 agonist,TMEM16A act,TRPC4 agonist,TMEM16A inh,TRPC6 act,MrgX1 antagonist,TRPC4 block,SKKanGAS inh
CCC(C)C(=O)Nc1ncc2c(n1)CC(c1cccs1)CC2=O (stereo not given),i,i,i,i,i,i,i,i,i,i,4.5
COc1ccc(CCNC(=O)c2ccc(CS(=O)(=O)c3ccc(C)cc3)o2)cc1OC,i,i,i,i,i,i,i,i,i,i,-6.9
O=C(Cn1nc(-c2cccs2)ccc1=O)Nc1ccc(Br)cc1,i,i,i,i,i,i,i,i,i,i,-0.4
CC(C)Sc1nnc(NC(=O)c2ccc3c(c2)OCO3)s1,i,i,i,i,i,i,i,i,i,i,0.1
COc1cnc(-c2ccccn2)nc1Oc1ccc(Cl)c2ccccc12,i,i,i,i,i,i,i,i,i,i,92.8*
O=C(Nc1nccs1)c1c(O)c2cccc3c2n(c1=O)CCC3,i,i,i,i,nt,i,i,i,i,i,99.5*
Cc1ccc(-c2noc(C3CCCN(C(=O)C4CCCCC4)C3)n2)o1 (stereo not given),i,i,i,i,i,i,i,i,i,i,1.7
COc1ccc(N2CC(C(=O)N/N=C/c3cccs3)CC2=O)cc1 (stereo not given),i,i,i,i,i,i,i,i,-6.06*,i,-8.4
CSc1nnc(-c2cccs2)n1C,i,i,i,i,i,i,i,i,i,i,-8.4
O=C(CCc1ccccc1)NC(=S)Nc1ccccc1[N+](=O)[O-],i,i,i,i,i,i,i,i,i,i,-1.3
O=C1Cc2ccccc2Sc2ccccc21,i,i,i,i,i,i,i,i,i,i,11.6
CCc1ccc(NC(=S)NCc2cccnc2)cc1,i,i,i,i,i,i,i,i,i,i,-8.1
CCOC(=O)CCP(=O)(O)C(C)(O)c1ccccc1 (stereo not given),i,i,i,i,i,i,i,i,i,i,-0.3
O=C(CCC(=O)OCC(F)(F)C(F)F)Nc1ccc(F)cc1F,i,i,i,i,i,i,i,i,i,i,-2.8
CCOc1ccc(NS(=O)(=O)c2cc(C(=O)N3CCC3)ccc2Cl)cc1,i,i,i,i,i,i,i,i,i,i,-6.9
Cc1cc(C)cc(NC(=S)NCc2cccnc2)c1,i,i,i,i,i,i,i,i,i,i,5.3
CCOC(=O)N1CCC(NC(=O)c2cccc3c2C(=O)N(CCOC)C3)CC1,i,i,i,i,i,i,i,i,i,i,-4.5
Cc1cc(C(=O)COc2cccnc2[N+](=O)[O-])c(C)n1-c1ccccc1F,i,i,i,i,i,i,i,i,i,i,0.6
CCc1ccc(OCCOCC(O)CNC(C)(C)C)cc1 (stereo not given),i,i,i,i,i,i,i,i,i,i,2.2
Clc1ccc(NC2=NCCC2)cc1Cl,i,i,i,i,i,i,i,i,i,i,0.2
Cc1cc(C)n(C(=O)COc2ccccc2[N+](=O)[O-])n1,i,i,i,i,i,i,i,i,i,i,7.9
O=[N+]([O-])c1ccc2c(c1N1CCCCC1)=NC1(CCCCC1)[N+]=2[O-],i,i,i,i,i,i,i,i,i,i,-7.4
COc1ccc(OCCSc2n[nH]c(N)n2)cc1,i,i,i,i,i,i,i,i,i,i,-5.1
Cc1ccc(NC(=S)Nc2cccc3cnccc23)cc1,i,i,i,i,i,i,i,i,i,i,0.8
Cc1nn(CCCC(=O)O)c(C)c1[N+](=O)[O-],i,i,i,i,i,i,i,i,i,i,nt
O=C(Nc1cccc(-c2nc3ccccc3s2)c1)C1=COCCO1,i,i,i,i,i,i,i,i,i,i,-1.1
COc1ccc(C(CNC(=O)CSc2ccc(Br)cc2C)N2CCOCC2)cc1 (stereo not given),i,i,i,i,i,i,i,i,i,i,2.1
CCOC(=O)c1cnc(SC)nc1Oc1cccc(NS(=O)(=O)c2ccc(F)cc2)c1,i,i,i,i,i,i,i,i,-6.83*,i,3.6
O=S1(=O)N=C(c2ccccc2)c2ccccc21,i,i,i,i,i,i,i,i,i,i,-3.5
CCC(C)C(NS(=O)(=O)c1ccc(C)cc1)C(=O)N1CCOCCOCCOCC1 (stereo not given),i,i,i,i,i,i,i,i,i,i,2.9
O=C(Nc1ccc2c(c1)OCCO2)c1cc2sccc2n1Cc1ccc(F)cc1,i,i,i,i,nt,i,i,i,i,i,43.2
CC(=O)N1CC=CC1(CC(C)C)C(=O)NCCc1c[nH]c2ccccc12 (stereo not given),i,i,i,i,i,i,i,i,i,i,-5.5
CCN(C(=O)c1ccc(S(=O)(=O)N2CCCC2)cc1)C1CCS(=O)(=O)C1 (stereo not given),i,i,i,i,i,i,i,i,i,i,-5.3
Cc1ccc(CNC(=O)c2ccc(CS(=O)(=O)c3ccccc3)o2)cc1,i,i,i,i,i,i,i,i,i,i,-0.6
N#Cc1ccc(NC(=O)N2CCC(c3nc4c(nnn4Cc4cccc(Cl)c4)c(=O)[nH]3)CC2)cc1,i,i,i,i,i,i,i,i,i,i,17.0
CCCC(=O)Nc1ccc2nc(SCC(=O)Nc3ccc(N4CCOCC4)c(Cl)c3)sc2c1,i,i,i,i,i,i,i,i,i,i,20.9
O=C(NCc1ccc(Cl)cc1)c1cc([N+](=O)[O-])ccc1Cl,i,i,i,i,i,i,i,i,i,i,-2.8
COC(=O)c1cc(OC)c(OC)cc1NC(=O)CCCCCN1C(=O)CCC1=O,i,i,i,i,i,i,i,i,i,i,-6.8
CC(C)Oc1ccc(CCC(=O)NNC(=O)c2ccccc2C(=O)O)cc1,i,i,i,i,i,i,i,i,i,i,2.3
NS(=O)(=O)c1ccc(CCNC(=O)CCCn2c(=O)[nH]c3ccc(Br)cc3c2=O)cc1,i,i,i,i,i,i,i,i,i,i,nt
COC(=O)c1scc(C)c1NC(=O)C1CCCCC1,i,i,i,i,i,i,i,i,i,i,0.5
CC1CCN(C(=O)CSc2nc(C3CC3)nc3ccccc23)CC1,i,i,i,i,i,i,i,i,i,i,-1.3
COc1ccc(NC(=O)CSc2nnc(C3CCCCC3)n2N)c(OC)c1,i,-6.72*,i,i,i,i,i,i,i,i,-1.3
O=C(COC(=O)c1cccc(S(=O)(=O)N2CCc3ccccc32)c1)NCc1ccco1,i,i,i,i,i,i,i,i,i,i,1.8
O=C1CC(c2ccccc2)N1c1ccccc1 (stereo not given),i,i,i,i,i,i,i,i,i,i,1.7
Cc1[nH]n(-c2ccc(Cl)c(Cl)c2)c(=O)c1CCO,i,i,i,i,i,i,i,i,i,i,10.3
CC1CCCN(S(=O)(=O)c2cccc3nonc23)C1 (stereo not given),i,i,i,i,i,i,i,i,i,i,11.3
O=C(NCC1CCCO1)C(c1ccncc1)N(Cc1cccs1)C(=O)CN1C(=O)c2ccccc2S1(=O)=O (stereo not given),i,i,i,i,i,i,i,i,i,i,-5.8
O=C1N2CCSC2=NC1(NS(=O)(=O)c1ccccc1)C(F)(F)F (stereo not given),i,i,i,i,i,i,i,i,i,i,-2.0
CCOC(=O)C1=NN(C(=O)c2ccccc2)C(O)(c2ccc(C)cc2)C1 (stereo not given),i,i,i,i,i,i,i,i,i,i,6.9
O=C(O)CCNS(=O)(=O)c1ccc(Oc2ccccc2)cc1,i,i,i,i,i,i,i,i,i,i,-2.5
Cc1onc(-c2ccccc2Cl)c1C(=O)N(Cc1ccccc1)C(C)C,i,i,i,i,nt,i,i,i,i,i,7.7
Clc1ncc(CN2CCN(c3ccccc3)CC2)s1,i,i,i,i,i,i,i,i,i,i,-1.8
Cc1cc(C(=O)N2CCC(Cc3ccccc3)CC2)c(C)o1,i,i,i,i,i,i,i,i,i,i,1.2
O=C(CSc1nc2ccccc2nc1N1CCCCC1)N1CCN(c2ccccc2)CC1,i,i,i,i,i,i,i,i,i,i,10.1
COC(=O)CSc1nc2cc(C)cc(C)c2cc1C#N,i,i,i,i,i,i,i,i,i,i,7.1

# (next part)
smiles,MrgX1 allo act,TRPC6 inh,TRPC4 PAM,MrgX1 agonist,TMEM16A act,TRPC4 agonist,TMEM16A inh,TRPC6 act,MrgX1 antagonist,TRPC4 block,SKKanGAS inh
COc1ccccc1CNC(=O)c1cccc(C)c1[N+](=O)[O-],i,i,i,i,i,i,i,i,i,i,-4.9
CN(CC(=O)Nc1ccccc1Br)C(=O)CNC(=O)c1ccco1,i,i,i,i,i,i,i,i,i,i,-3.1
O=C(CCCOc1ccc(Cl)cc1Cl)NN1CCOCC1,i,i,i,i,i,i,i,i,i,i,4.1
CCOC(=O)C(Cc1ccccc1)C(=O)c1ccco1 (stereo not given),i,i,i,i,i,i,i,i,i,i,3.8
O=C(c1ccccc1)c1cn[nH]c1-c1ccccc1O,i,i,i,i,i,i,i,i,i,i,-7.7
O=C(CSc1nnc(-c2ccccn2)n1-c1ccc(Cl)cc1)Nc1ccc2c(c1)OCO2,i,i,i,i,i,i,i,i,i,i,-2.9
CCN(CC)CC#CCOC(=O)C(O)(c1ccccc1)C1CCCCC1 (stereo not given),i,-6.43*,i,i,i,i,i,i,i,i,2.2
Cc1c(C(=O)Nc2ccc3c(c2)OCCO3)cnn1C,i,i,i,i,i,i,i,i,i,i,20.2
Cc1nn(-c2ccccc2)c(C)c1/C=C/C(=O)OCC(=O)Nc1ncc(Cl)cc1Cl,i,i,i,i,i,i,i,i,i,i,4.0
Cc1ccc(NC(=O)N(Cc2cc3cc(C)cc(C)c3[nH]c2=O)CC2COCCO2)cc1 (stereo not given),i,i,i,i,i,i,i,i,i,i,6.4
